Cathepsin G inh – blocks human cathepsin G enzyme activity; P08311; purified enzyme, AMC-tetrapeptide fluorescence, pooled mixtures; inhibition, % at 5 µM (by protocol); 62,000 compounds, 0.2% hits; AID 581;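 active means inhibition above 20% in each of the two mixture wells holding the compound; inactive means inhibition of 20% or less in either well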;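 further: 0% = enzyme control without mixture and 100% = blank lacking enzyme; strong numbers were not always called active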
Target sequence (P08311 21-244 limits assumed): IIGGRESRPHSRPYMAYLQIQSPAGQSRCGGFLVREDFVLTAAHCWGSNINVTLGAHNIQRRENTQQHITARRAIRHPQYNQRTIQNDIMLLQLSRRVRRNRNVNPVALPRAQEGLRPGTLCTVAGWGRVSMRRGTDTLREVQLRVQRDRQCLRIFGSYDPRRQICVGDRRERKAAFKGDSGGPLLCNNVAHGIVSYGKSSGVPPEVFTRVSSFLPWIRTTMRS
C1s block – human complement C1s inhibition; mean inhibition % of two 10-compound mixtures (hits give high values), % at 5 µM (by protocol); purified C1s, fluorogenic AMC substrate, pooled mixtures; P09871; 62,000 compounds, 0.16% hits;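 active means inhibition above 20% in each of the two 10-compound mixture wells holding the compound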;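 further: 0% = enzyme wells lacking compound mixture and 100% = no-enzyme blank wells; some compounds called inactive have numbers as strong as hits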
CatB inh – human cathepsin B inhibition | P07858 | purified cathepsin B, fluorogenic substrate, fluorescence | inhibition, %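 (tested at 10 µM)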 | 63,000 compounds, 0.1% hits; in the data active means inhibition above about 21%;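 further: 0% = enzyme with no compound and 100% = no enzyme blank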
CatL block – blocks human cathepsin L protease activity; P07711; purified cathepsin L, fluorogenic substrate, fluorescence; inhibition, %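 (tested at 10 µM)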; 58,000 compounds, 0.17% hits; in the data active means inhibition above about 45%;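 further: 0% = enzyme with no compound and 100% = no enzyme blank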
Target sequence (P07711 114-288 limits assumed): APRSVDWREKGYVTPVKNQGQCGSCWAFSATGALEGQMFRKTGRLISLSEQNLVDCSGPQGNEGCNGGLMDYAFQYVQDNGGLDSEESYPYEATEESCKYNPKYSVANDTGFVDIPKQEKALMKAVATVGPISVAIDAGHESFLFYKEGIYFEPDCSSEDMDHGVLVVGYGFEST
Target sequence (P07711 292-333 limits assumed): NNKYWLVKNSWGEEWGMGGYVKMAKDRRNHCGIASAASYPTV
CatS block – inhibitors of human cathepsin S; inhibition, %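 (tested at 5 µM per compound within 10-compound mixtures)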; recombinant cathepsin S, AMC dipeptide fluorescence, pooled mixtures; 62,000 compounds, 0.06% hits; P25774; in the data active means inhibition above about 32%, passing the limit was not always enough; inconclusive means no clear call, values can overlap the other calls;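 further: 0% = enzyme without compound and 100% = blank without enzyme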
Target sequence (P25774 115-331 limits assumed): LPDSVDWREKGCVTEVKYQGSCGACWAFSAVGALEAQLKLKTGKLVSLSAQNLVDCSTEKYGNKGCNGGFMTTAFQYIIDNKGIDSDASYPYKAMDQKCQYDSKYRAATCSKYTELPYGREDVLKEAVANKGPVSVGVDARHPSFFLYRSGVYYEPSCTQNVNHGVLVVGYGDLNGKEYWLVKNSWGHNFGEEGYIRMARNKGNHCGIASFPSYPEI
HER2 expr 66K – lowers expression of human Her2 kinase; P04626; SKBR-3 HER2 protein level, AlphaScreen, 18-24 h; hits give low values; HER2 level % of control, % at 10 µM; 65,000 compounds, 0.69% hits;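 active means HER2 level under 5% of the carrier-only control; inconclusive means no clear call, values can overlap the other calls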;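 further: 100% = DMSO carrier and 0% = 500 nM PU-H71 HSP90 inhibitor; lower value means stronger loss of Her2 protein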
ROCK2 blocker – blocks human Rho kinase 2 activity | 60,000 compounds, 0.35% hits | purified ROCK2, Kinase-Glo ATP depletion luminescence | inhibition, % at 6 µM | AID 604;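 active means inhibition above the screen-wide mean inhibition plus 3 SD, cut at about 18% in these data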;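 further: plate controls were DMSO wells for no effect and Y-27632 control wells after no-enzyme background subtraction for full effect; many of its hits are not listed in these tables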
CatB mix inh – human cathepsin B inhibition by mixtures; P07858; Purified cathepsin B, AMC dipeptide fluorescence, compound mixtures; inhibition, %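 (ten-compound pools at 5 µM per compound and 50 µM total)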; 62,000 compounds, 0.06% hits; in the data active means inhibition above about 22%, passing the limit was not always enough; inconclusive means no clear call, values can overlap the other calls;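 further: 0% = enzyme without compound and 100% = no enzyme blank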
PKA inh – inhibitors of human protein kinase A; P17612; inhibition, % at 6 µM; PKA Kemptide phosphorylation, Kinase-Glo ATP luminescence; 65,000 compounds, 0.1% hits;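 active means inhibition above the screen-wide mean inhibition plus 3 SD, cut at about 21% in these data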; further: many of its hits are not listed in these tables
Numbers without * were called inactive; ? = inconclusive; . = no result given. The list is partial; rates above refer to the full screens.

Compound	Cathepsin G inh	C1s block	CatB inh	CatL block	CatS block	HER2 expr 66K	ROCK2 blocker	CatB mix inh	PKA inh
C/C(CC(O)(/C=N/O)c1ccccc1)=N\O (stereo not given)	7	-2	2	-4	-21	115	1	-8	3
CC1(C)CC2(CCCN3C(=O)CSC32)CCS1 (stereo not given)	-1	-6	5	-7	9	111	4	2	11
COc1ccc(NC(=O)c2ccco2)c(OC)c1	9	14	3	8	3	92	4	2	12
O=C(NCC1CCCO1)c1ccccc1-c1nc(-c2ccccc2)no1 (stereo not given)	12	2	1	-6	1	102	2	3	2
CCOC(=O)c1c(C2COc3ccccc3O2)csc1NC(=O)c1ccco1 (stereo not given)	9	8	5	-1	-5	82	8	10	3
O=C(COc1ccc(Cl)cc1)Nc1nc(-c2cccs2)cs1	0	-2	-4	4	4	74	3	7	8
Cc1onc(-c2c(Cl)cccc2Cl)c1C(=O)NC(C)(C)CO	26	9	1	11	-8	77	5	1	3
O=C(CCc1ccc(S(=O)(=O)N2CCOCC2)cc1)OCc1nc2ccccc2s1	11	9	4	12	18	120	4	4	7
COCc1cc(=O)n2[nH]c(-c3ccccc3)cc2n1	8	13	3	17	1	63	2	-4	0
CN1CCCC(OC(=O)COc2ccccc2)C1 (stereo not given)	4	-12	2	-6	-11	98	4	0	1
CCCCC(=O)Nc1ncc(Br)s1	8	4	-1	-11	-4	58	5	2	6
CCOc1cccc(NC(=O)Cc2cccs2)c1	2	-29	7	15	11	55	-1	2	6
Fc1cccc(Nc2ncnc3c2cnn3-c2ccccc2)c1	-12	-19	3	-5	?	65	5	6	4
C=C1CSc2nc(=O)c3c4c(sc3n21)CCC4	-4	-5	.	.	0	89	0	1	2
COc1ccc(S(=O)(=O)N(C)CC(=O)Nc2ccccc2C(F)(F)F)cc1OC	10	-4	-2	11	-3	87	9	-5	7
COc1cc(CC(NC(C)=O)C(=O)NC2CCN(c3nc(C)cc(C)c3C#N)CC2)cc(OC)c1 (stereo not given)	6	16	5	6	-2	95	1	2	0
O=C(OCc1nc2ccccc2s1)C1CCN(C2=NS(=O)(=O)c3ccccc32)CC1	-1	5	0	3	1	102	5	0	6
N#CCSc1nnc(COc2cccc3ccccc23)n1-c1ccccc1	3	-7	1	18	8	95	-1	-2	-2
CCOC(=O)CSc1nc2sc(C)c(C)c2c(=O)n1C	1	-3	-1	1	9	64	1	-1	-7
O=C(CN(C(=O)CNS(=O)(=O)c1ccccc1)c1ccc2c(c1)OCCO2)NC1CCCCC1	9	-7	2	.	-4	106	2	-7	4

Remaining list, next part.
Compound	Cathepsin G inh	C1s block	CatB inh	CatL block	CatS block	HER2 expr 66K	ROCK2 blocker	CatB mix inh	PKA inh
CC(NC(=O)c1ccnc(C(C)(C)C)c1)c1ccccc1 (stereo not given)	28	17	5	0	-9	149	-13	2	-2
COc1ccc(-n2c(C)nc3c(cnn3-c3ccc(Cl)cc3)c2=O)cc1	10	10	5	.	9	129	2	4	1
Cc1ccccc1SCC(=O)NC1CCOC1=O (stereo not given)	3	2	1	3	-2	96	-2	-1	-6
CCOc1ccc(NC(=O)CSc2nnc(-c3ccncc3)n2CC2CCCO2)cc1 (stereo not given)	-4	1	0	11	0	93	2	1	10
CCN(CC)c1ncnc2c1cnn2C	-6	-2	0	-1	2	109	-2	2	7
O=S(=O)(CCSc1nc2ccccc2o1)Cc1ccccc1	14	14	1	3	7	127	1	8	2
COc1ccc(OCC(=O)N2CCN(C(=O)c3cccc4ccccc34)CC2)cc1	.	.	-1	-8	.	115	8	.	4
Cc1[nH]n(-c2ccccc2)c(=O)c1/C=N/O	8	10	-1	.	-9	160	.	-1	.
COC(=O)/C=C/S(=O)(=O)c1ccc(NC(C)=O)cc1	6	10	-3	11	5	-20*	4	0	7
C=CCn1c(Br)nc2c1c(=O)[nH]c(=O)n2C	7	6	-4	-4	15	92	10	7	0
CCOC(=O)c1sc(NC(=O)CSc2nnnn2-c2ccccc2)nc1C	8	-20	-1	4	-2	93	3	-3	8
Cc1cccc2cc(CN(Cc3ccco3)C(c3nnnn3CCc3ccccc3)C(C)C)c(=O)[nH]c12 (stereo not given)	7	-1	3	11	-1	80	2	-2	4
CCOC(=O)C1=C(c2ccccc2)N(C)C(=O)NC1c1ccc(O)c(OC)c1 (stereo not given)	4	-29	2	23	6	107	5	1	4
CCCCn1nc(C(=O)N2CCc3ccccc32)c2ccccc2c1=O	0	-10	7	4	8	84	6	6	9
CN(CCOC(=O)c1ccc2c(c1)OCCO2)Cc1ccccc1	9	-15	3	-3	-5	91	7	-1	8
O=C(NCCC1=CCCCC1)C1CCN(S(=O)(=O)c2cnc[nH]2)CC1	-2	8	7	7	-8	111	2	3	3
CCCc1[nH]nc2c1C(c1cn[nH]c1-c1ccc(F)cc1)C(C#N)=C(N)O2 (stereo not given)	13	17	5	-4	17	17	5	8	11
O=C(NCc1ccccn1)C1CCCN(S(=O)(=O)c2ccc(Br)cc2)C1 (stereo not given)	6	4	3	4	-2	72	2	5	-3
CCOc1cccc(-c2nn3c(-c4ccco4)nnc3s2)c1	.	.	20	20	.	74	4	.	5
O=C(Nc1ccc2c(c1)CCC2)C1CCN(c2c3c(nc4ncnn24)CCC3)CC1	10	3	-1	-9	7	63	-2	-5	4

(more compounds)
Compound	Cathepsin G inh	C1s block	CatB inh	CatL block	CatS block	HER2 expr 66K	ROCK2 blocker	CatB mix inh	PKA inh
O=c1c2nnn(Cc3ccccc3)c2ncn1-c1ccccc1	11	13	3	9	-1	113	3	6	3
O=S(=O)(c1ccc2ccccc2c1)N1CCN(S(=O)(=O)N2CCOCC2)CC1	10	11	4	16	2	99	9	-4	9
CCN(CCCNC(=O)CC(C(=O)N1CCc2ccccc21)n1ccnc1)c1cccc(C)c1 (stereo not given)	-2	5	5	2	10	108	2	3	-2
Cc1ccc(C)c(N2CCN(C(=O)CN(C)S(=O)(=O)c3cnc[nH]3)CC2)c1	1	1	2	-4	-4	112	-2	0	-4
COC(=O)C1C(=O)c2c([nH]c(C(=O)OC3CCCCCC3)c2C)CC1C (stereo not given)	0	4	2	.	1	77	-3	7	-8
O=C(CSc1ccc2c(c1)OCCO2)NCc1ccco1	9	2	11	15	17	91	3	3	5
CN(C)c1nc(Oc2ccc(=O)[nH]n2)nc(N2CCCCC2)n1	-2	-15	-3	.	-6	67	.	3	8
COc1ccc(Br)cc1C(=O)O	2	-55	4	14	3	122	1	5	-3
CCCn1c(=O)c2c(c3ccccc31)OC(C)C(=O)N2 (stereo not given)	1	2	0	2	11	112	5	-5	8
Nc1nc2n(n1)C(c1ccco1)CC(c1ccc(Cl)cc1)N2 (stereo not given)	-6	-43	5	9	9	93	-3	7	3
O=C(Nc1ccccc1)c1ccc(NCC2CCCO2)c(S(=O)(=O)N2CCOCC2)c1 (stereo not given)	-7	-18	5	-1	-3	73	12	-1	8
COc1ccc(C2C(C(=O)N3CCOCC3)CCC(=O)N2c2ccc(OC)cc2)cc1 (stereo not given)	7	5	3	0	0	134	3	3	7
O=C(CSc1nc(Nc2ccccc2)nc(N2CCOCC2)n1)Nc1ccccc1Cl	-1	4	0	-2	0	85	0	-1	-5
Cc1ccc2nc(-c3ccc(NC(=O)CN4CCN(C(=O)c5ccco5)CC4)cc3)sc2c1	8	-3	0	-109	4	108	4	1	4
CCOC(=O)C1=C(C)NC(C)=C(C(=O)OCC)C1c1ccc(O)cc1	3	-28	3	5	-1	73	3	1	7
COc1ccc(N2CCN(Cc3cc(=O)oc4ccc5ccccc5c34)CC2)cc1	-1	-13	0	-5	0	74	7	7	4
Cc1nc(NCC2CCCO2)c2nnn(Cc3ccccc3Cl)c2n1 (stereo not given)	3	-64	4	0	-10	65	2	-4	2
O=C(CCNS(=O)(=O)c1ccc(Cl)cc1)N1CCC2(O)CCCCC2C1 (stereo not given)	4	4	-1	2	-6	64	-14	-4	-11
Cc1ccc2cc(C(c3nnnn3CC3CCCO3)N3CCc4ccccc4C3)c(=O)[nH]c2c1 (stereo not given)	1	-6	4	-2	-3	65	7	5	7
CC(CP(=O)(O)O)NC(=O)Cc1ccccc1 (stereo not given)	-14	-124	7	-4	-31	104	6	-7	10

The results go on.
Compound	Cathepsin G inh	C1s block	CatB inh	CatL block	CatS block	HER2 expr 66K	ROCK2 blocker	CatB mix inh	PKA inh
COC(=O)CNC(=O)c1cn(CC(C)C)c(=O)c2cc(OC)c(OC)cc12	2	5	2	.	-2	74	.	6	-2
COc1ccc(C(=O)/C=C/Nc2cc(C)on2)c(OC)c1	2	-22	0	1	-3	97	-5	-4	-7
COCCCN(C(C)=O)c1nc(-c2ccc(OC)cc2)cs1	7	0	0	14	11	114	6	-2	6
COC(=O)c1nn(-c2ccc(-c3ccccc3)cc2)cc1O	0	-5	3	-1	-4	114	-1	5	-2
CS(=O)(=O)N(CC(=O)N1CCN(c2ccccc2)CC1)C1CCCCC1	8	0	2	10	9	100	6	-1	4
CC(C)C(=O)Nc1ccc(C(=O)NC2CCSC2=O)cc1 (stereo not given)	-6	-10	4	9	-2	132	-4	3	2
Cc1ccccc1-c1nc(CN2CCC(C(=O)O)CC2)c(C)o1	7	-4	2	-6	1	99	-1	3	-2
O=C(CN1CCN(Cc2ccccc2)CC1)c1ccc(Br)cc1	12	8	0	7	-2	83	-8	3	-11
O=S(=O)(NC1CC1)c1ccc(S(=O)(=O)N2CCCC(c3nc(-c4cccnc4)no3)C2)cc1 (stereo not given)	9	-18	10	17	-4	98	7	1	10
CCC(=O)Nc1sc(C(=O)OC)c(C)c1C(=O)OC	2	-31	6	0	-5	121	8	-6	6
CCOC(=O)C1C(=O)NC(SCC(=O)OC)=C(C#N)C1c1ccccc1OCC (stereo not given)	6	14	3	7	6	91	2	-2	5
O=C(O)CN(c1ccc2c(c1)OCCO2)S(=O)(=O)c1ccccc1	-2	-20	-6	2	14	107	-2	5	-3
COCCn1nnnc1C(c1ccc(Cl)cc1)N1CCSCC1 (stereo not given)	1	1	-3	27	3	97	0	6	11
COc1cc(-c2cc(C(=O)O)c3c(OC)c(OC)c(OC)cc3n2)ccc1O	24	11	1	-1	-6	77	8	2	8
Cc1ccc(OCC(=O)Nc2cccc(C)n2)c(C)c1	9	1	4	8	-1	97	7	3	8
COc1ccc(C2=NOC(C(=O)NCCN3CCOCC3)C2)cc1 (stereo not given)	4	7	-5	-1	5	138	1	6	1
Cc1nc(CCNC(=O)Cc2ccccc2)cs1	13	17	3	26	6	108	6	0	10
Cc1cc(-c2ccco2)c(C#N)c2nc3ccccc3n12	-9	-58	-2	.	4	89	.	0	9
COc1ccccc1C1c2c(oc3ccc(Cl)cc3c2=O)C(=O)N1c1cc(C)on1 (stereo not given)	-7	-86	-1	2	-13	58	6	-8	10
Cn1c(-c2ccc(F)cc2)cnc1SCC(=O)NCc1ccco1	-2	-10	-4	3	7	86	-1	5	2

New compounds follow.
Compound	Cathepsin G inh	C1s block	CatB inh	CatL block	CatS block	HER2 expr 66K	ROCK2 blocker	CatB mix inh	PKA inh
O=C(NC1(O)C(=O)c2ccccc2C1=O)c1ccccc1	10	13	1	0	-1	132	-3	3	-6
C1CCc2c(nc3nnnn3c2N2CCOCC2)C1	-10	-18	0	-2	-2	93	.	-2	-3
CCOc1ccc2nc(SCC(=O)NC3CCS(=O)(=O)C3)[nH]c2c1 (stereo not given)	-3	-3	-1	22	17	98	-10	-2	-3
Cc1nc2scc(-c3ccccc3)c2c(=O)o1	15	1	4	20	2	105	4	3	8
CC1(C)CC(=O)C2=C(C1)OC(N)=C(C#N)[C@@]21C(=O)N(CC(N)=O)c2ccccc21	.	.	1	-11	.	54	10	.	7

Screening results (PubChem BioAssay)
